Source: PubChem (The Scripps Research Institute Molecular Screening Center)
EBNA-1 inh – blocks EBNA-1 binding to DNA | EBNA-1 DNA binding, fluorescence polarization | inhibition, % at 14.8 µM | actives 0.34% (n = 300,000) | AID 1950; in the data active means inhibition above about 28%
PAFAH1B3 FP inh – blocks human PAF acetylhydrolase 1B catalytic subunit 3; Q15102; recombinant PAFAH1B3, FP-rhodamine probe, fluorescence polarization; inhibition, % at 3.39 µM; actives 0.28% (n = 340,000); AID 492972;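 active means inhibition above the screen-wide average of all tested compounds plus 3 SD, cut at about 25% in these data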;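 further: 0% = enzyme with DMSO only and 100% = wells lacking PAFAH1B3 protein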
PAFAH2 inh – PAFAH2 (human) inhibition. inhibition, % at 3.39 µM. recombinant PAFAH2, FP-rhodamine activity probe, fluorescence polarization. Q99487. actives 0.99% (n = 340,000);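 active means inhibition above the mean over all tested compounds plus 3 SD, cut at about 30% in these data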;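 further: inhibitors block probe labeling of enzyme so polarization drops; 0% = enzyme with DMSO and 100% = wells lacking PAFAH2 protein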
LYPLA2 counter – LYPLA2 (human) inhibition in PME1 counter-screen | recombinant LYPLA2, FP-Rh probe fluorescence polarization | inhibition, % at 5.9 µM | actives 0.38% (n = 320,000) | AID 2177;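 active means inhibition above the screen-wide mean plus 3 SD, limit set per campaign, cut at about 26% in these data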;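 further: 0% = LYPLA2 with DMSO and 100% = wells lacking LYPLA2 enzyme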
Target sequence (O95372 whole entry, looked up): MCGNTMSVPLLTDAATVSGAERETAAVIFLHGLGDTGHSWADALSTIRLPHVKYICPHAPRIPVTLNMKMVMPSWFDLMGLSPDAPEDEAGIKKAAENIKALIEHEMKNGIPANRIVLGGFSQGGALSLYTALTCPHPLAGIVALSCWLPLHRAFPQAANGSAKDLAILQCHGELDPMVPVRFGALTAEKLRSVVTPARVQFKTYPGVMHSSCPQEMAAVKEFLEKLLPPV
ZTA DNA inh – blocks Epstein-Barr virus ZTA, an EBNA-1 counter-screen. ZTA-DNA binding, fluorescence polarization. inhibition, % at 11 µM. actives 0.15% (n = 320,000); in the data active means inhibition above about 33%
PREPL inhibitor – inhibitors of human prolyl oligopeptidase-like enzyme PREPL | actives 0.68% (n = 320,000) | Q4J6C6 | inhibition, % at 5.96 µM | recombinant PREPL, fluorescence polarization activity-based probe | AID 2751; in the data active means inhibition above about 43%;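 further: 0% = enzyme with DMSO and 100% = wells lacking enzyme; many of its hits are not listed in these tables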
Target sequence (Q4J6C6 whole entry, looked up): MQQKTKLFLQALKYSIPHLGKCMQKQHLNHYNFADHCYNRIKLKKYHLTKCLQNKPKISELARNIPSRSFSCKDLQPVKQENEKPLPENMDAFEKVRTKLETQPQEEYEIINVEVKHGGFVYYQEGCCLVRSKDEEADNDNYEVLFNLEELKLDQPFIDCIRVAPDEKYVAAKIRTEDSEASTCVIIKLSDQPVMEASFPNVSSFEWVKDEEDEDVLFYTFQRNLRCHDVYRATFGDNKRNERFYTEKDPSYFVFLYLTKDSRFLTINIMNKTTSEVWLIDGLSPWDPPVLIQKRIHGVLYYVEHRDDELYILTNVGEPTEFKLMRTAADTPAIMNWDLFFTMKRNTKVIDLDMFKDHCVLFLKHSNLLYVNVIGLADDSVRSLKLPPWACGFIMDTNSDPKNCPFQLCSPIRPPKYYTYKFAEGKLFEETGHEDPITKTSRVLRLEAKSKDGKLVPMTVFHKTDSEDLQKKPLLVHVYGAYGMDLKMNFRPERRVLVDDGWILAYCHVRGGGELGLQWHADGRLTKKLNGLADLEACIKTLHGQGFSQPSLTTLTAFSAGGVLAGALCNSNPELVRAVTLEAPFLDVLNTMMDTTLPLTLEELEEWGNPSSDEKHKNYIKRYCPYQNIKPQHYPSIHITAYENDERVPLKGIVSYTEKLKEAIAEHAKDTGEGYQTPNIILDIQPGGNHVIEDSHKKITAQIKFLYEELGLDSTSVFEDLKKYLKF
PAFAH1B2 inh – blocks human PAF acetylhydrolase 1b catalytic subunit 2. inhibition, % at 3.39 µM. actives 1.2% (n = 340,000). P68402. recombinant PAFAH1B2, FP-rhodamine activity probe, fluorescence polarization. AID 492953;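 active means inhibition above the mean of all tested compounds plus 3 SD, cut at about 24% in these data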;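 further: 0% = enzyme with DMSO and 100% = wells lacking PAFAH1B2; many of its hits are not listed in these tables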
pPAFAH FP inh – pPAFAH (human) enzyme inhibition. Q13093. recombinant pPAFAH, FP-rhodamine probe fluorescence polarization. inhibition, % at 3.39 µM. actives 1.5% (n = 330,000);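 active means inhibition above the mean inhibition across the screen plus 3 SD, cut at about 25% in these data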;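 further: inhibitors block binding of the rhodamine activity-based probe so polarization drops; 0% = enzyme with DMSO and 100% = wells lacking pPAFAH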
LYPLA1 inh – blocks human lysophospholipase 1, a PME1 counter-screen; recombinant LYPLA1, FP-Rh probe fluorescence polarization; O75608; inhibition, % at 5.9 µM; actives 0.16% (n = 320,000);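 active means inhibition above the mean of all tested compounds plus 3 SD, set per campaign, cut at about 14% in these data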;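 further: inhibitors block serine hydrolase probe labeling of LYPLA1 so polarization falls; 0% = enzyme with DMSO and 100% = wells lacking LYPLA1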
Numbers without * were called inactive; / = not tested or not shown.

Each structure is followed by: PAFAH1B3 FP inh	ZTA DNA inh	PAFAH2 inh	pPAFAH FP inh	LYPLA2 counter	EBNA-1 inh	PREPL inhibitor	LYPLA1 inh	PAFAH1B2 inh
> CC(=O)c1cccc(NC(=O)CN2C(=O)NC(C)(C)C2=O)c1
 : 13	/	4	7	/	/	7	/	4
> O=C(COc1cccc2cccnc12)NNC(=O)Nc1ccccc1
 : 7	17	-1	4	-5	-3	-11	-1	5
> O=C(NCCCN1CCc2ccccc2C1)C1CCN(c2nnc(-n3cccc3)s2)CC1
 : -1	14	7	2	-2	0	39	0	6
> CCn1c(SCC(=O)NCCc2ccc(Cl)cc2)nnc1-c1cccs1
 : 1	6	0	6	4	5	-5	2	4
> COc1cc(OC)c(OC)cc1/C=N/NC(=O)CSc1ccccc1F
 : 10	-2	-1	4	-3	0	9	-5	1
> CCN(CC(=O)Nc1ccc2c(c1)OCCO2)C(=O)CC(NC(C)=O)c1ccccc1 (stereo unspecified)
 : -4	1	6	3	0	-8	3	0	-1
> CCCN(CCC)CCCNC(=O)C1CCN(S(=O)(=O)c2cccc3nsnc23)CC1
 : 3	7	-4	1	-8	-3	7	0	0
> O=C(O)COc1ccccc1/C=N/NC(=O)CSc1nc2ccccc2n1Cc1ccc(Cl)cc1
 : -4	20	-6	0	-10	-2	-36	-8	1
> COc1ccccc1N1CCN(S(=O)(=O)/C=C/c2ccccc2)CC1
 : 3	4	-10	8	4	5	3	2	3
> Cn1c(=O)c2c(ncn2CC(=O)N2CCN(c3ccccc3)CC2)n(C)c1=O
 : 0	9	-2	4	-2	-13	24	2	3
> CCC(C)N1CCC(Oc2ccc(C(=O)NCc3ccccn3)cc2)CC1 (stereo unspecified)
 : 8	-19	7	-2	-7	2	-11	0	1
> Cc1cc(CNC(=O)Cc2ccc(F)cc2)c2ccccc2n1
 : 10	-8	3	11	-1	1	11	1	0
> CC(C)OCCCNC(=O)c1cc(Sc2ccc(F)cc2)nc2ccccc12
 : 0	2	9	7	-1	0	12	-1	-3
> CCOC(=O)c1c(NC(=O)CSc2nnnn2-c2ccccc2)sc2c1CC(C)(C)NC2(C)C
 : 2	1	0	-5	-1	-1	24	-2	2
> Cc1ccccc1CC1(CO)CCCN(Cc2ccccc2Cl)C1 (stereo unspecified)
 : 0	3	4	4	-4	-1	19	1	-3
> COCC(C)OC(=O)c1c(N)n(CCCN2CCOCC2)c2nc3ccccc3nc12 (stereo unspecified)
 : 2	-7	5	-2	-6	-6	15	-1	0
> O=C(NCc1nc2ccccc2[nH]1)C1=C[C@H](c2ccc(Br)cc2)C[C@H](OCc2ccc(CO)cc2)O1
 : -6	2	-31	-2	-32	-6	23	-17	-14
> O=C(N/N=C/c1cccnc1)c1ccccc1
 : 10	28	-1	4	-1	13	-1	0	10
> O=C(Nc1ccc(F)cc1)C1CCCN(S(=O)(=O)c2ccc3[nH]c(=O)ccc3c2)C1 (stereo unspecified)
 : 7	-10	1	-4	-3	1	-14	1	6
> CCN(CC(=O)Nc1c(F)cccc1F)C(=O)c1cccnc1SC
 : -5	10	-8	4	2	-5	1	1	4
> Cc1cccc(Nc2nc(-c3ccncc3)cs2)c1
 : 6	-14	2	7	9	10	32	2	-3
> O=Cc1cccn1-c1ccc(O)cc1
 : 3	1	6	2	-4	8	-4	-2	11
> COc1cccc(NS(=O)(=O)CC23CCC(CC2=O)C3(C)C)c1 (stereo unspecified)
 : -3	6	5	0	-2	2	-4	1	5
> COc1cc(C(=O)NC(C)c2ccccc2)ccc1OCC(=O)N1CCOCC1 (stereo unspecified)
 : -3	15	-2	0	-3	/	-1	-2	-1
> COCCOC(=O)C1=C(C)N(Cc2ccccc2)C(=O)NC1c1cccc(OC)c1OC (stereo unspecified)
 : 10	10	4	-4	-3	-2	-15	-1	6
> O=S(=O)(/N=C(/c1ccccc1)N1CCOCC1)c1ccc(Br)cc1
 : -4	-17	3	-4	-4	-2	18	-3	5
> OCC1C2c3ccccc3C(c3ccccc32)C1CO (stereo unspecified)
 : 9	-9	3	-5	-8	16	11	-2	8
> Cc1ccc(-c2nc(=S)c3c(n2CC2CCCO2)CC(C)(C)OC3)cc1 (stereo unspecified)
 : 8	0	6	6	-2	2	8	2	4
> O=C(CC1CCCCC1)c1c(O)c2ccccc2oc1=O
 : 18	7	27	2	0	5	3	-1	12
> CC(=O)NS(=O)(=O)c1ccc(NC(=O)NC2CCCCC2)cc1
 : 9	17	12	3	2	9	7	0	5
> CON(C)S(=O)(=O)c1cccc(C(=O)NC2CCSc3ccccc32)c1 (stereo unspecified)
 : 11	1	3	4	-1	12	-1	3	3
> CCOC(=O)NNC1CC(=O)N(c2ccc(OC)cc2)C1=O (stereo unspecified)
 : 6	-10	-2	0	5	-14	13	2	6
> O=C(/C=C/c1ccccc1)N1CCN(c2cccc(Cl)n2)CC1
 : 0	-4	1	2	4	7	-6	-4	3
> CC(C)CC(=O)N1CCN(c2ccc(NC(=O)c3ccco3)cc2)CC1
 : 15	8	-4	1	-1	14	-3	-3	0
> COC(CCN(C)C)(c1ccccc1)c1ccccc1
 : 8	-7	4	-1	-1	-18	3	-2	2
> CO/N=C/c1cccn1-c1nccc(N(C)C)c1C#N
 : /	9	/	-4	-6	-15	11	1	/
> CCC(C)(C)n1nnnc1C(c1cc2cc(C)ccc2[nH]c1=O)N1CCCC1 (stereo unspecified)
 : -1	-2	7	14	-1	-9	8	1	-1
> CCc1nnc(SCC(=O)Nc2nc(C)c(C(=O)N(C)C)s2)n1CC
 : -3	-14	-1	3	6	-7	-1	3	3
> Cc1cc(C)n2nc(C(=O)OCC(=O)N(C)C3CCCCC3)nc2n1
 : 4	6	1	-3	-2	1	-5	-1	0
> NC(=S)NC(=O)c1ccccc1
 : 6	-7	1	0	10	3	4	0	0
> COc1ccccc1NC(=S)N(CCCN1CCOCC1)Cc1ccccn1
 : 5	-6	-8	-1	-2	-4	10	1	1
> CCOc1cc(S(=O)(=O)n2nc(C)cc2C)ccc1Br
 : 5	-22	2	1	1	-16	-14	1	8
> CCCCNC(=O)CCCn1c(=S)[nH]c2cc3c(cc2c1=O)OCO3
 : 7	-16	0	1	2	3	6	1	4
> O=C1CC(C(F)(F)C(F)(F)C(F)(F)C(F)(F)F)=Nc2ccccc2N1
 : 9	-1	-4	-2	8	0	-10	0	2
> Cc1cccc(Oc2cnn(C(C)(C)C)c(=O)c2Cl)c1
 : 7	5	-3	6	2	-4	2	-1	4
> CC12CC(NC(=O)N1CCc1ccccc1)c1cc(Cl)ccc1O2 (stereo unspecified)
 : -1	-5	-8	0	-2	-13	-37	2	0
> Cc1nn(Cc2ccc(Cl)c(Cl)c2)c(C)c1NC(=O)c1sc2ccccc2c1Cl
 : 5	5	-5	3	-10	6	-18	-5	-2
> CC/C(=N/N=C(\CC)c1ccccc1)c1ccccc1
 : 9	-1	-4	5	1	1	3	-3	8
> COc1ccc(CN([C@H](CO)CC(C)C)S(=O)(=O)N(Cc2ccccc2)[C@H](CO)CC(C)C)cc1
 : 0	/	3	-6	/	/	18	/	-7
> CCOC(=O)c1nsnc1NCCSC(=N)N
 : 2	-8	0	2	4	3	6	-2	2
> COc1ccc(-c2c(-c3ccccc3)n(C)c3ccccc23)cc1
 : -10	/	0	14	/	/	6	/	2
> Cc1ccc(C(CNS(=O)(=O)c2ccc([N+](=O)[O-])cc2)N2CCN(C)CC2)cc1 (stereo unspecified)
 : -2	-1	-7	2	6	-10	0	2	5
> N#Cc1ccsc1NC(=O)COC(=O)c1cc2ccccc2cc1O
 : -11	8	6	7	-9	48*	0	-7	-1
> Cc1cc(S(=O)(=O)N2CCCC2)ccc1OCC(=O)Nc1ccccc1
 : 3	-20	0	0	23	2	7	3	0
> COc1ccc2c(c1)c1ncn(CCN3CCCC3)c(=O)c1n2C
 : 0	-22	2	4	0	-5	6	1	1
> Cc1cccnc1NC(=O)c1cccc(S(=O)(=O)NCc2ccccc2)c1
 : 5	-5	-3	1	0	3	-7	0	4
> CC(C)Sc1nnc(NC(=O)C2CC2)s1
 : 4	4	1	1	1	5	-5	2	4
> CN(N)C(=S)Nc1ccc(Cl)cc1
 : 5	0	-1	5	0	-1	15	-1	2
> Cn1c2ccccc2c(=O)c2c(O)cccc21
 : 14	1	-2	-2	-3	-18	11	2	2
> CCCCNS(=O)(=O)c1ccc2nc(-c3cccnc3)cc(C(=O)NC(C)C)c2c1
 : 1	9	0	-2	4	10	2	1	3

Following part
Each structure is followed by: PAFAH1B3 FP inh	ZTA DNA inh	PAFAH2 inh	pPAFAH FP inh	LYPLA2 counter	EBNA-1 inh	PREPL inhibitor	LYPLA1 inh	PAFAH1B2 inh
> CC(=O)Oc1cccc(C2C3=C(CC(C)(C)CC3=O)Nc3ccccc3N2C(C)=O)c1 (stereo unspecified)
 : 6	-9	3	-2	6	-19	13	1	0
> O=C(CC1S/C(=N/N=C/c2c[nH]c3ccccc23)NC1=O)Nc1ccccc1 (stereo unspecified)
 : 8	13	-6	11	6	14	10	2	4
> O=C(NCCN1CCOCC1)Nc1ccc(Cl)cc1Cl
 : -1	-23	-2	5	-5	6	-7	-4	3
> CSc1ncccc1C(=O)Nc1nc2ccc(S(C)(=O)=O)cc2s1
 : -9	3	2	-4	-4	-7	-1	-5	0
> CN1CCN(C(=O)C2CCCN(S(=O)(=O)c3ccccc3)C2)CC1 (stereo unspecified)
 : 2	-8	5	3	3	-6	-8	3	-1
> CC1O[C@@H](OC2C(COC3OC(CO)C(O)[C@H](O)C3O)OC(OC3CC[C@]4(C)C(CC[C@@]5(C)[C@@H]4CC=C4[C@@H]6CC(C)(C)CC[C@]6(CO)C(O)C[C@]45C)C3(C)C)C(O)C2O)C(O)C(O)C1O (stereo partly specified)
 : -1	/	2	1	/	/	3	/	3
> COc1ccc(NC(=O)CSCC(=O)Nc2nnc(C3CC3)s2)cc1
 : 4	-8	7	-4	2	-7	-6	-1	6
> C=CCOc1ccc(/C=N/NC(=O)CN2CCCCC2)cc1OC
 : 9	-10	7	-1	-8	14	4	-3	0
> O=S(=O)(c1ccc(OCC(O)CN2CCN(c3ccccc3)CC2)cc1)N1CCOCC1 (stereo unspecified)
 : 5	-6	-6	1	-4	5	18	-3	3
> COc1cc(/C=C2\SC(=S)N(c3cccnc3)C2=O)ccc1O
 : -40	18	-71	-26	-56	8	-43	-33	-30
> COc1ccc(OCC(=O)Nc2cc(C)c(Cl)cc2OC)c([N+](=O)[O-])c1
 : 7	17	0	1	5	3	-6	-4	4
> CCCC1(CCC)C(=O)NC(=NCCc2ccc(OC)c(OC)c2)NC1=O
 : 4	-6	-4	-2	-2	-2	9	5	-4
> Cc1ccc(C(=O)O)cc1NC(=S)NCCc1ccccc1
 : 5	21	-15	3	3	3	1	-1	12
> O=C(/C=C/c1ccccc1)NC(=S)Nc1ccccc1
 : 2	11	-5	0	1	2	0	-3	4
> CCOC(=O)Nc1ccc(S(=O)(=O)NCc2ccccc2)cc1
 : -11	3	14	0	1	3	-9	-2	0
> CCOc1cc(NCCN2CCOCC2)c([N+](=O)[O-])cc1OCC
 : 3	2	1	1	3	12	0	3	2
> O=C(NN=C1CCCC1)C(=O)Nc1cccc(C(F)(F)F)c1
 : 6	-9	0	-3	-1	-4	4	-1	6
> COc1ccc(Cl)cc1NC(=O)Cc1c(F)cccc1Cl
 : 11	-3	3	8	-2	-6	0	-5	4
> COC(=O)c1ccc(CN2CCC(Oc3ccc(C(=O)N4CCCCC4)cc3)CC2)cc1
 : 7	2	-2	7	13	4	5	0	9
> CCOc1ccccc1/C=N/NC(=O)C[n+]1ccccc1
 : 0	-4	1	0	7	/	0	5	3

This is a subset, so the mix of outcomes need not match the whole.
